MmCpn inh = Inhibitors of TCP-1 ring complex (TRiC) of Methanococcus maripaludis (MmCpn): qHTS | Chaperonin Mm-Cpn (Methanococcus maripaludis) | purified Mm-Cpn ATPase, ADP Transcreener TR-FRET | Potency, µM (doses to about 76.9 µM), inactives show at the highest dose activity, negative = inhibition, hits mostly inhibitors | 330,000 compounds, 0.031% hits; also: potency is read from the fitted curve at half-maximal effect; % is scaled to controls: 0 for no effect and ±100 for the full control effect; nearly all actives have a fitted effect of over 80% in size
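25 nM Mm-CPN + cpd, 10 min 37°C; + 10 uM ATP, 30 min 37°C; buffer 30 mM Tris pH 7.4, 100 mM KCl, 5 mM MgCl2, 1 mM DTT; Transcreener ADP HTRF detection 30 min RT.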
CCT chaperon mod = High-Throughput Screening for Modulators of Cytosolic Chaperonin Activity | 360,000 compounds, 0.3% hits | purified chaperonin ATPase assay, HTRF ADP detection, 30 min | activity change, % (concentration not given with the values), hits read low; in the data active = activity change below about -30%; also: % is scaled to controls: 0 for no effect and ±100 for the full control effect
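Nucleotide hydrolysis assay: TRiC at 20–40 nM final (set by batch activity) with 10 uM ATP, 30 min at 37 °C, in presence of 76 uM compound. Detection by competitive ADP HTRF, 30 min ambient.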
A549 viability = Nrf2 qHTS screen for inhibitors: counterscreen for cytotoxicity | A549 ARE-Fluc cells, CellTiter-Fluor viability, 18-24 h | Potency, µM (titrated, usually from 46 µM), for the others: top-dose activity change, negative = cytotoxicity, most hits filed as inhibitors | 390,000 compounds, 0.16% hits | AID 504648, 2011; also: potency is read from the fitted curve at half-maximal effect; % is scaled to controls: 0 for no effect and ±100 for the full control effect
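A549 ARE_Fluc cells in 5% FBS OPTI-MEM were exposed to compounds in concentration-response for 18-24 h at 37 deg C. Viability was read by CellTiter-Fluor fluorescence (Ex 405/Em 525) after 30 min, before the luciferase read.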
TGFb SMAD3 inh = qHTS for Inhibitors of TGF-b; HepG2 CAGA-GFP TGF-b/SMAD3 reporter, GFP fluorescence, 18 h; TGF-beta stimulated, 500 pg/mL final; Potency, µM (series often up to 46.1 µM), without a hit: at the top dose activity, negative = inhibition, usual class: inhibitors; 410,000 compounds, 1.2% hits; AID 588855, 2011; also: potency is read from the fitted curve at half-maximal effect; % is scaled to controls: 0 for no effect and ±100 for the full control effect; nearly all actives have a fitted effect of over 65% in size
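Cell-based qHTS in HEPG2 carrying a CAGA-GFP Smad reporter; compounds added before 500 pg/mL final TGF-beta, 18 h incubation at 37 degrees C, GFP fluorescence quantified per cell by imaging cytometry.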
Nrf2 ARE act = qHTS of Nrf2 Activators; 410,000 compounds, 0.31% hits; AREc32 ARE-luciferase reporter (MCF7-derived line), luminescence, 24 h; Potency, µM (top dose mostly 46.1 µM), without a hit: at the top dose activation, most hits filed as activators; also: potency is read from the fitted curve at half-maximal effect; % of control where 0% means no effect; nearly all actives have a fitted effect of over 65% in size
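Nrf2 activation is followed as ARE-luciferase induction in the AREc32 line after one day of compound treatment; luminescence is read with Steady-Glo.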
Nrf2 block = Nrf2 qHTS screen for inhibitors; A549 ARE-Fluc reporter, luciferase luminescence, 18-24 h; AID 504444, 2011; Potency, µM (doses to about 46 µM), without a hit: top-dose activity change, negative = inhibition, usual class: inhibitors; 360,000 compounds, 2.1% hits; also: potency is read from the fitted curve at half-maximal effect; % is scaled to controls: 0 for no effect and ±100 for the full control effect; nearly all actives have a fitted effect of over 60% in size
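A549 ARE_Fluc cells (5000/well, 5% FBS OPTI-MEM) pre-incubated 2 h, then treated with compounds 18-24 h at 37C/5% CO2 in concentration-response. CellTiter-Fluor viability read first; BugLite luciferase luminescence after 15 min at room temperature gives Nrf2 activity.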
Akt phos inh = HTS Assay for Inhibitors of Akt Phophorylation: Primary Screen; Neuro2A IGF-stimulated pAkt S473 HTRF, 20 min; stronger effect = lower value; activity change, % for hits at 50 µM; 360,000 compounds, 0.32% hits; in the data active = activity change below about -80%; inconclusive = mostly about -51% to -80%; also: % is scaled to controls: 0 for no effect and ±100 for the full control effect
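Neuro2A cells (4,500/well, DMEM with 0.5% FBS) were treated with compound at a single 50 µM final concentration, stimulated with 6 nM IGF for 20 min at 37 °C, and lysed. Phospho-Akt Ser473 was read by HTRF as 665/615 ratio ×10^4.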
EPAC2 antagonist = qHTS for Antagonist of cAMP-regulated guanine nucleotide exchange factor 2 (EPAC2): primary screen; 360,000 compounds, 0.18% hits; EPAC2 GEF exchange of Rap1B-BODIPY-GDP, fluorescence; Rap guanine nucleotide exchange factor 4 (Homo sapiens), Q8WZA2; Potency, µM (doses to about 114 µM), inactives show at the highest dose activity, negative = inhibition, hits mostly inhibitors; also: potency is read from the fitted curve at half-maximal effect; % is scaled to controls: 0 for no effect and ±100 for the full control effect; nearly all actives have a fitted effect of over 45% in size; many of its hits are not listed in these tables
Target sequence (Q8WZA2 whole entry, looked up): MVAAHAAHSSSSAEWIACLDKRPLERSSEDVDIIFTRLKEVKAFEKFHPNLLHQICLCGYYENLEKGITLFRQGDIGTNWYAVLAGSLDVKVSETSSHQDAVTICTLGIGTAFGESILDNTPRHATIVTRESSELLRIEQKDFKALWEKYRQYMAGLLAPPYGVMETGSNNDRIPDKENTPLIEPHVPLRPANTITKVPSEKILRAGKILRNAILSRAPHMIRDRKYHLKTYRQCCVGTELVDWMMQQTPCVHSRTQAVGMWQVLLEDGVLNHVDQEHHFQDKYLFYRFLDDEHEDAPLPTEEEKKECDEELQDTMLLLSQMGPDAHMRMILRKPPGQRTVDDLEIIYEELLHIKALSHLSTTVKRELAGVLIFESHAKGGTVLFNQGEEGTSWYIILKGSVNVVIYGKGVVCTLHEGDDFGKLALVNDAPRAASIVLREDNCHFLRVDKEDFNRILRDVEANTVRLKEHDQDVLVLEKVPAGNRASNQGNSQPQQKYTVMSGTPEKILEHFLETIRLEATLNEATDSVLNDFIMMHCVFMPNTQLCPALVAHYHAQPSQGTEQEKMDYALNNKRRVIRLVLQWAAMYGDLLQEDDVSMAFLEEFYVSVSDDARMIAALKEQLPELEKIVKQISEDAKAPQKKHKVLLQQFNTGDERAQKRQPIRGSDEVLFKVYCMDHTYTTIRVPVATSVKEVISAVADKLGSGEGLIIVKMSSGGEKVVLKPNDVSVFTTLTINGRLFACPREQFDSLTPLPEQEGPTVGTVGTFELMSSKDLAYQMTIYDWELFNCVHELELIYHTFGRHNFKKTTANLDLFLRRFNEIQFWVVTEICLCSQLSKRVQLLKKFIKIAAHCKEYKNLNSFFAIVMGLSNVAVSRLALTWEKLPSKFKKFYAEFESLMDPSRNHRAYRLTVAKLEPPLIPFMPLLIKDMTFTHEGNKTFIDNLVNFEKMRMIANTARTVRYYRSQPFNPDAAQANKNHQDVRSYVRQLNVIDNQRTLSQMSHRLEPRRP
EPAC2 agonist = qHTS for Agonist of cAMP-regulated guanine nucleotide exchange factor 4 (EPAC2): primary screen. EPAC2 activation, biochemical qHTS; response scale: 100% = 6.5 mM cAMP response. Potency, µM (series often up to 154 µM), inactives show top-dose activation, usual class: activators. 360,000 compounds, 0.079% hits; also: potency is read from the fitted curve at half-maximal effect; nearly all actives have a fitted effect of over 50% in size
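Compounds were added across a concentration range to EPAC2 (100 nM), RAP1B-BODIPY-GDP (250 nM) and GDP (50 uM). After 5 min at room temperature, fluorescence was recorded at 5-min intervals for 30 min.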
The depositor's hits bear a star; i = inactive; u = inconclusive; x = no result given; [ ] = dose if it differs, or a comment. Unless noted, calls follow the shape of the dose curve; as a rule, active = well fitted curve in the direction sought with a large enough effect; inconclusive = small, poorly fitted or top-dose-only effect, or another doubt; inactive = no such curve, though single readings can be large; an effect the other way counts as inactive or inconclusive. Only part of the results is shown; count on the stated rates, not on these rows.

entry	Compound	MmCpn inh	CCT chaperon mod	A549 viability	TGFb SMAD3 inh	Nrf2 ARE act
1	COc1ccc(CN(C)C(=S)Nc2ccc(OC(F)F)cc2)cc1	3.8%	-0.2	12.1%	-9.7%	-0.8%
2	CC(C)CN(C(=O)C1CSC2(C)CCC(=O)N12)c1c(N)n(Cc2ccccc2)c(=O)[nH]c1=O (stereo not given)	-3.0%	-1.2	-1.3%	-4.7%	-0.6%
3	CC1(C)CC(NC(=O)COc2ccc(Cl)cc2Cl)CC(C)(C)N1	0.1%	-4.0	-0.1%	10.2%	0.2%
4	CCOC(=O)c1cc2c(=O)n3ccccc3nc2n(CC2CCCO2)c1=NC(=O)c1ccc(C(C)(C)C)cc1 (stereo not given)	x	x	5.3%	43.0%[activator]	-0.4%
5	CC1(C)C2CCC1(CS(=O)(=O)Nc1ccc(S(=O)(=O)N3CCCCC3)cc1)C(=O)C2 (stereo not given)	0.5%	-0.1	-1.4%	1.1%	-0.8%
6	CCCS(=O)(=O)N1CCCC(C(=O)NC2CCCC(C)C2C)C1 (stereo not given)	-5.8%	0.3	1.0%	-4.2%	0.1%
7	Cc1nnc(SCC(=O)Nc2sc3c(c2C(N)=O)CCC(C)C3)[nH]c1=O (stereo not given)	-0.5%	-2.2	1.5%	14.6%	-0.1%
8	CC1(C)Nc2cccc3cccc(c23)N1	x	-1.0	-0.4%	22.6%	21.5%
9	C=C(NC(=O)C(=C)NC(=O)c1csc(C2=NC3c4csc(n4)C4NC(=O)c5csc(n5)C(C(C)(O)C(C)O)NC(=O)C5CSC(=N5)/C(=C/C)NC(=O)C(C(C)O)NC(=O)c5csc(n5)C3(CC2)NC(=O)C(C)NC(=O)C(=C)NC(=O)C(=C)NC(=O)C(C(C)C)NC2C=Cc3c(C(C)O)cc(nc3C2O)C(=O)OC4C)n1)C(N)=O (stereo not given)	x	-7.4	u	8.91µM*	u
10	CC(C)N(C(=O)CSc1nc2ccccc2c(=O)[nH]1)C(C)C	-4.2%	0.0	1.6%	13.0%	3.1%

entry	Nrf2 block	Akt phos inh	EPAC2 antagonist	EPAC2 agonist
1	6.0%	i	0.7%	7.8%
2	2.1%	i	0.4%	1.1%
3	0.1%	i	6.3%	0.9%
4	22.6%[9.27 µM]	x	x	x
5	-10.9%	i	16.6%	6.3%
6	8.5%	i	12.8%[57.1 µM]	1.5%
7	8.7%	i	-12.5%	6.4%
8	-11.0%	i	0.7%	7.3%
9	u	i	-3.2%	-6.3%
10	u	i	3.1%	-1.5%

Arranged by the number under MmCpn inh (smallest number first): some entries from above
no. | molecule | MmCpn inh
10 | CC(C)N(C(=O)CSc1nc2ccccc2c(=O)[nH]1)C(C)C | -4.2%
2 | CC(C)CN(C(=O)C1CSC2(C)CCC(=O)N12)c1c(N)n(Cc2ccccc2)c(=O)[nH]c1=O (stereo not given) | -3.0%
7 | Cc1nnc(SCC(=O)Nc2sc3c(c2C(N)=O)CCC(C)C3)[nH]c1=O (stereo not given) | -0.5%
1 | COc1ccc(CN(C)C(=S)Nc2ccc(OC(F)F)cc2)cc1 | 3.8%

Structures listed so far shown as hits in TGFb SMAD3 inh:
entry | SMILES | MmCpn inh | CCT chaperon mod | TGFb SMAD3 inh | Nrf2 ARE act | Akt phos inh | EPAC2 antagonist | EPAC2 agonist
9 | C=C(NC(=O)C(=C)NC(=O)c1csc(C2=NC3c4csc(n4)C4NC(=O)c5csc(n5)C(C(C)(O)C(C)O)NC(=O)C5CSC(=N5)/C(=C/C)NC(=O)C(C(C)O)NC(=O)c5csc(n5)C3(CC2)NC(=O)C(C)NC(=O)C(=C)NC(=O)C(=C)NC(=O)C(C(C)C)NC2C=Cc3c(C(C)O)cc(nc3C2O)C(=O)OC4C)n1)C(N)=O (stereo not given) | x | -7.4 | 8.91µM* | u | i | -3.2% | -6.3%

The list continues:
entry	Compound	MmCpn inh	CCT chaperon mod	A549 viability	TGFb SMAD3 inh	Nrf2 ARE act
11	N#Cc1ccc(C(=O)NC(=S)N2CCOCC2)cc1	1.3%	1.0	-0.9%	-19.9%	-0.7%
12	O=C(OCc1ccccc1)/C(=C/c1cccc(Br)c1)NC(=O)c1ccco1	0.7%	0.2	u	u	25.4%
13	CCOC1=C2CN(S(=O)(=O)c3ccc(C)cc3)[C@@H](c3cccc4ccccc34)C[C@H]2[C@H]2C(=O)N(c3ccccc3)C(=O)[C@H]2C1	x	0.3	x	-1.6%	0.5%
14	O=C(Cn1cnc2scc(-c3ccc(Cl)cc3)c2c1=O)N1CCOCC1	0.4%	0.8	0.0%	15.4%	-0.1%
15	O=c1[nH]c(=S)[nH]c2c1[C@H](C1CC1)O[C@H](CCc1ccccc1)C2	x	-0.1	x	x	-0.3%
16	COc1ccc(CCNC(=O)Nc2cccc([N+](=O)[O-])c2)cc1OC	1.8%	-1.4	3.7%	-20.9%	0.3%
17	O=C(NC(=S)NCCOCc1ccc(Cl)cc1)c1cccnc1	-0.5%	-1.6	-1.9%	11.6%	0.2%
18	FC(F)(F)c1nnc(-c2ccccc2)nc1N1CCCC1	1.1%	0.1	-4.5%	-3.7%	-0.5%
19	CC(C)(C)OC(=O)N1CCC(C(=O)N2CCC[C@H]2C(=O)O)CC1	1.8%	0.4	0.0%	u	-0.3%
20	CC(C)C(NC(=O)c1ccc(C(C)(C)C)cc1)C(=O)Nc1cccc(S(N)(=O)=O)c1 (stereo not given)	2.3%	1.5	-10.3%	-15.3%	-0.1%

entry	Nrf2 block	Akt phos inh	EPAC2 antagonist	EPAC2 agonist
11	-13.7%	i	3.9%	7.1%
12	u	i	-0.3%	16.7%
13	x	i	-1.8%	6.5%
14	-3.5%	i	0.7%	5.1%
15	x	i	u	18.0%
16	-31.3%	i	-4.8%	2.1%
17	0.1%	i	-0.8%	5.6%
18	-3.3%	i	2.1%	8.9%
19	9.2%	i	17.6%	-2.3%
20	-24.8%	i	-23.9%	-5.4%

2 successive compounds out of the list so far, for reference:
entry	Compound	MmCpn inh	CCT chaperon mod	A549 viability	TGFb SMAD3 inh	Nrf2 ARE act
14	O=C(Cn1cnc2scc(-c3ccc(Cl)cc3)c2c1=O)N1CCOCC1	0.4%	0.8	0.0%	15.4%	-0.1%
15	O=c1[nH]c(=S)[nH]c2c1[C@H](C1CC1)O[C@H](CCc1ccccc1)C2	x	-0.1	x	x	-0.3%

entry	Nrf2 block	Akt phos inh	EPAC2 antagonist	EPAC2 agonist
14	-3.5%	i	0.7%	5.1%
15	x	i	u	18.0%

Following part
entry	Compound	MmCpn inh	CCT chaperon mod	A549 viability	TGFb SMAD3 inh	Nrf2 ARE act
21	CN(C)CCN(Cc1cc2cc3c(cc2[nH]c1=O)OCO3)C(=S)NCc1ccco1	-5.8%	-1.0	-0.4%	-19.8%	0.3%
22	CN(C)CCCOC(=O)COc1ccc(C(C)(C)C)cc1	2.5%	-2.4	3.9%	0.4%	0.3%
23	CCCn1c2ccccc2c2cnn(CC(=O)NCC3CCN(Cc4ccc(F)cc4)CC3)c(=O)c21	x	x	-29.8%	-16.0%	0.0%
24	CC(O)/C=C/C1OC(=O)CC1Nc1ccc(C=O)cc1 (stereo not given)	x	-2.1	4.4%	-1.3%	0.0%
25	O=C(Nc1ccc(Oc2nnc(-c3ccccc3)c3ccccc23)cc1)c1ccccc1	-0.5%	-4.3	-7.9%	u	0.2%
26	COc1ccc(NC(=O)COc2ccc(Br)cc2)c(OC)c1	1.6%	1.1	0.6%	0.1%	3.3%

entry	Nrf2 block	Akt phos inh	EPAC2 antagonist	EPAC2 agonist
21	-1.2%	i	14.8%	-1.3%
22	-0.6%	i	-8.6%	6.6%
23	u	x	x	x
24	4.6%	i	26.9%	-1.2%
25	-22.8%	i	3.6%	2.5%
26	4.4%	i	0.3%	-6.7%

Source: PubChem (National Center for Advancing Translational Sciences (NCATS))
